Screens from PubChem.
EBV LMP1 NFkB: EBV LMP1-driven NF-kappaB luciferase reporter inhibitors, primary screen, cell-based, luminescence, single point; LMP1-induced NF-kappaB luciferase reporter cells; inhibition, % at 12.5 µM; 350,000 compounds, 0.69% hits; in the data active = inhibition above about 41%;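 also: 0% = neutral control wells and 100% = reference inhibitor control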
NOD2-RIPK2 inh: NOD2-RIPK2 binding disruptors in cells, primary screen, fluorescence, CHO cells, BLA complementation; CCF4 ratio; inhibition, % at 4.98 µM; 360,000 compounds, 0.38% hits; AID 624267, 2012; in the data active = inhibition above about 21%;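 also: 0% = vehicle only and 100% = reference blocker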
SRC3 inh: SRC3 coactivator transcriptional activity inhibitors, primary screen, cell-based, luminescence; HEK293 GAL4-SRC3 luciferase reporter; 360,000 compounds, 0.17% hits; Nuclear receptor coactivator 3 (Homo sapiens), Q9Y6Q9; inhibition, % at 3.6 µM;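 active = inhibition above a per-campaign cutoff, the mean of all compounds plus 3 SD, cut at about 60% in these data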;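 also: 0% = DMSO-treated cells and 100% = gossypol-treated cells at 36 µM; higher means less SRC3-driven luciferase light from the GAL4 reporter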
TROY signal inh: inhibitors of TROY-driven NF-kB signaling, primary screen, Q293 LMP1-TROYcd cells, NF-kB luciferase, uHTS; Q293 LMP1-TROYcd NF-kB luciferase reporter, 4 h; inhibition, % at 10 µM; 360,000 compounds, 0.98% hits; AID 1347056, 2019;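 active = compounds whose plate-normalised and pattern-corrected inhibition of the luciferase reporter signal at the single screening dose is 50% or more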
C8 TRAIL sens: viability loss with TRAIL in NB7+C8 cells, primary screen, TRAIL sensitizer project, cell-based, ATPlite luminescence; 360,000 compounds, 1% hits; inhibition (viability loss, TRAIL sensitization), % at 10 µM;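 active = compounds causing at least 50% loss of cell viability in the single-dose screen, relative to plate controls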
SRC1 inh: SRC1 coactivator transcriptional activity inhibitors, primary screen, cell-based, luminescence | 360,000 compounds, 0.12% hits | HEK293 GAL4-SRC1 luciferase reporter | Nuclear receptor coactivator 1 (Homo sapiens), Q15788 | inhibition, % at 3.6 µM | AID 588354, 2011;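 active = inhibition above the campaign mean plus 3 SD, with each screening campaign given its own cutoff, cut at about 60% in these data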;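 also: 0% = DMSO treated cells and 100% = gossypol at 36 µM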
NCOA2 inhibitor: inhibition of GAL4-SRC2 driven luciferase reporter, primary screen, SRC2 inhibitor project, cell-based, luminescence; inhibition, % at 9 µM; 370,000 compounds, 0.17% hits; HEK293 GAL4-SRC2 luciferase reporter;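 active = inhibition above the mean inhibition of all tested compounds plus 3 SD, set per campaign, cut at about 52% in these data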;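 also: 0% = DMSO treated cells and 100% = cells given Gossypol at 36 µM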
Target sequence (Q15596 whole entry, looked up, the tested form may be a part): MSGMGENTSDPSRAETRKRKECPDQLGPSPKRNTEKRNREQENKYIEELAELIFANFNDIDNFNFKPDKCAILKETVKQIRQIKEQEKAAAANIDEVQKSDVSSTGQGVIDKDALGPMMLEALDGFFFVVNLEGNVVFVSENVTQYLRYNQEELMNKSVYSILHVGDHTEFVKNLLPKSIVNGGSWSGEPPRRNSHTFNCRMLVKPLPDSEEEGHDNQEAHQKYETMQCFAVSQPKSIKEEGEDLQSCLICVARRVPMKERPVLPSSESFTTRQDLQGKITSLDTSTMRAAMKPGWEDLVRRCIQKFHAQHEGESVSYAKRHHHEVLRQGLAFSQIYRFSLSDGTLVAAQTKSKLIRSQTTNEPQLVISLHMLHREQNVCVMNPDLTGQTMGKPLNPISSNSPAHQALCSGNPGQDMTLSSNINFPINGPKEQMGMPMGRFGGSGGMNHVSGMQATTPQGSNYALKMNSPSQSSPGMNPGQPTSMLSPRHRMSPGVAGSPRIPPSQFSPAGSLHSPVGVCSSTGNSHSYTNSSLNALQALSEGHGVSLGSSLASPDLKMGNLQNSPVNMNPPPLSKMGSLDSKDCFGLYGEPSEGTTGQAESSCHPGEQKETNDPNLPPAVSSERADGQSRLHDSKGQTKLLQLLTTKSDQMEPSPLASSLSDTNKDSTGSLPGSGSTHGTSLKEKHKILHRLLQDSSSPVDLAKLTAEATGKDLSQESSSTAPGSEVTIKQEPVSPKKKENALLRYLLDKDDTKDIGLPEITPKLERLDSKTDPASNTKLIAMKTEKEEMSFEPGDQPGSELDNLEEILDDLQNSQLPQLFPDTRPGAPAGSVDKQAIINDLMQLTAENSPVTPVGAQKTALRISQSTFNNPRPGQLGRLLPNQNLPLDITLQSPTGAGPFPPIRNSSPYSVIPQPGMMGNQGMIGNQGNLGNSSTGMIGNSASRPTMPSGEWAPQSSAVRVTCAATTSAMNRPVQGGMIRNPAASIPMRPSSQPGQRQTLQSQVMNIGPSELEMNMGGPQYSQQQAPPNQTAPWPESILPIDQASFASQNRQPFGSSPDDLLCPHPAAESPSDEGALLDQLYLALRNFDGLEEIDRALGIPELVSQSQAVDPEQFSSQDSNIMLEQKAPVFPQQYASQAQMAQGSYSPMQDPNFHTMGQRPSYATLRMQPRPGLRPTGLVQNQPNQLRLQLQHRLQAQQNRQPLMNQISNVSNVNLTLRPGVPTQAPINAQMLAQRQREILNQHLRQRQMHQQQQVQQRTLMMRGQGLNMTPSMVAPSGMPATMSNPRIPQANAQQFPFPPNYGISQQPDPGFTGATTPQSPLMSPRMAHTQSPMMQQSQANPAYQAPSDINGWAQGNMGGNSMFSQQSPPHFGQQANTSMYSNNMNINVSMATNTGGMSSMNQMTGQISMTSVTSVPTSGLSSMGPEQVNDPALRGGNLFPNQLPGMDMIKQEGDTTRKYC
TLR9-MyD88 block: inhibitors of TLR9-MyD88 association in cells, primary screen, cell-based, CHO, BLA complementation, fluorescence. CCF4 FRET ratio. 340,000 compounds, 0.21% hits. inhibition, % at 4.98 µM;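 active = inhibition above the mean over all tested compounds plus 3 SD, cut at about 21% in these data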;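 also: 0% = DMSO only wells and 100% = clavulanate BLA inhibitor control wells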
COUP-TFII inh: NR2F2 transcriptional activity inhibitors, primary screen, cell-based, luciferase reporter, HEK293T, luminescence | 370,000 compounds, 0.7% hits | AID 686940, 2013 | HEK293T NGFI-A luciferase reporter | COUP transcription factor 2 (Homo sapiens), P24468 | inhibition, % at 8.6 µM;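 active = inhibition above a per-plate cutoff, mean inhibition of test wells between control levels plus 3 SD, cut at about 38% in these data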;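 also: cells cotransfected with COUP-TFII expression vector driving the NGFI-A reporter; 0% = median of COUP-TF2 test wells and 100% = reporter-only cells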
NR5A2 inv ag: LRH-1 (NR5A2) inverse agonists, primary screen, cell-based, luminescence, HEK293T, StAR-luciferase reporter | Nuclear receptor subfamily 5 group A member 2 (Homo sapiens), O00482 | 360,000 compounds, 0.13% hits | LRH-1 transfected, 24 h | AID 602396, 2012 | inhibition, % at 3.6 µM;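 active = inhibition above the mean inhibition of all tested compounds plus 3 SD, cut at about 73% in these data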;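 also: 0% = DMSO wells and 100% = reporter-only cells lacking LRH-1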
TWEAK Fn14 block: inhibitors of TWEAK-Fn14 signaling, primary screen, luciferase reporter cells, uHTS. TWEAK-stimulated Fn14 reporter cells, luciferase luminescence, 8 h. inhibition, % at 10 µM. 360,000 compounds, 2% hits; in the data active = inhibition above about 50%
The depositor's hits bear a star; nt = not tested or not shown.

SMILES | EBV LMP1 NFkB | NOD2-RIPK2 inh | SRC3 inh | TROY signal inh | C8 TRAIL sens | SRC1 inh | NCOA2 inhibitor | TLR9-MyD88 block | COUP-TFII inh | NR5A2 inv ag | TWEAK Fn14 block
CCCS(=O)(=O)c1c(S(=O)(=O)CCC)c2c(N)cccn2c1C(=O)c1ccccc1 | -3 | 4 | 3 | -11 | 8 | 4 | -31 | -7 | -14 | 18 | 9
CCOC(=O)c1c(C)[nH]c(C(=O)CSc2nnc(C3CC3)n2N)c1C | -4 | 8 | -35 | -6 | 4 | -16 | 10 | -5 | -5 | 6 | 12
CN(C)S(=O)(=O)c1ccc(NC(=O)c2ccccn2)cc1 | -9 | -2 | -87 | -7 | 6 | -113 | -75 | 1 | -42 | -117 | 16
CCN(C(=O)COC(=O)c1cccc(-n2cnnn2)c1)C1CCCCC1 | -2 | 4 | 19 | 9 | 18 | -8 | -5 | 8 | 18 | 4 | 12
Cc1cc(NC(=O)c2noc3c2CCCCC3)nn1Cc1ccc(Cl)cc1 | 0 | -1 | 17 | -36 | 7 | 3 | -10 | 2 | -14 | 9 | -30
CCN(CC)S(=O)(=O)c1ccc(/C(O)=C2/C(=O)C(=O)N(CCOC)C2c2ccccc2)cc1 (stereo not drawn) | 1 | -4 | 8 | 12 | -6 | 1 | -17 | 0 | -6 | -5 | 3
O=S(=O)(c1cnc[nH]1)N1CCN(c2ccc(F)cc2)CC1 | -1 | -11 | -1 | 18 | -6 | -46 | -23 | 3 | 11 | -1 | 22
CCOC(=O)c1ccc2c(c1)nc(COc1ccc(OC)cc1)n2CC | -1 | 11 | -5 | 24 | 11 | 15 | 10 | 5 | 0 | 20 | 28
COC(=O)CN1C(=S)N(c2ccc(F)cc2)C(=O)C1CC(=O)Nc1ccc(F)cc1 (stereo not drawn) | -2 | 4 | 26 | -21 | 7 | 2 | -10 | -10 | 4 | 4 | 28
Cc1ccc(S(=O)(=O)N2C[C@@H](C)[C@]3(C2)[C@H](O)[C@H](OC(=O)NCc2ccco2)C[C@H]2C(=O)N(c4ccccc4)C(=O)[C@H]23)cc1 | 4 | 0 | -12 | 6 | -4 | -1 | 8 | -13 | 2 | 12 | 2
CN(C)CCNC(=S)Nc1ccccc1C(C)(C)C | -3 | 1 | 19 | 8 | 4 | -7 | 17 | 3 | -14 | 11 | 5
CC(Oc1ccccc1F)C(=O)NN (stereo not drawn) | -6 | -10 | 1 | -12 | -8 | -12 | 3 | 1 | -14 | -9 | 29
CCOc1ccc(-c2nc(CCl)cs2)cc1 | 7 | 1 | -87 | -40 | 14 | -80 | -71 | -4 | -31 | -128 | 2
CC(=O)N1CCCc2cc(S(=O)(=O)N3CCCC(C(=O)Nc4ccc(C)cc4C)C3)ccc21 (stereo not drawn) | 12 | 4 | 9 | 11 | 2 | -6 | -8 | -2 | 9 | 4 | 12
Cc1ccccc1-c1nc(CN2CCC(C(=O)NCC3CCCO3)CC2)c(C)o1 (stereo not drawn) | 2 | -6 | -1 | -20 | -2 | -14 | -7 | -17 | 1 | 14 | -8
CCOc1ccc(/C=C/C(=O)Nc2ccc(OC)cc2[N+](=O)[O-])cc1 | 3 | 3 | -14 | 26 | 6 | -15 | 2 | 3 | 3 | -14 | -9
O=C(Nc1ccc(F)cc1)/C(=C1/CCCCCN1)[N+](=O)[O-] | 2 | 0 | 14 | -7 | -4 | -4 | -2 | -4 | -4 | -11 | -3
COc1ccc(OC)c(/C=C/C(=O)OCC(=O)Nc2nnc(-c3ccccc3)o2)c1 | 5 | -1 | -10 | -2 | -3 | 3 | -10 | 6 | 19 | -17 | 0
CCCn1c(=O)c(C(=O)NCCCc2ccccc2)c(O)c2ccccc21 | 6 | -6 | 2 | 5 | -10 | 5 | -25 | 5 | 22 | 2 | -18
CCN(CC#CCC(O)(c1ccccc1)c1ccccc1)C(C)C | -2 | -8 | -2 | -6 | -2 | 5 | -34 | 11 | -2 | -3 | -9
O=C1CCC(C(=O)OCC(=O)Nc2ccc(OC(F)F)cc2)=NN1 | -2 | -5 | 11 | -11 | -1 | 21 | 3 | -5 | -5 | 14 | 1
C=CCn1c(SCC(=O)O)nnc1-c1cccs1 | -3 | -4 | -4 | -7 | -25 | -10 | 14 | 2 | 2 | -19 | -5
N#C/C(=C/c1cccc(C(F)(F)F)c1)c1nc(CCN2C(=O)c3ccccc3C2=O)cs1 | 0 | -4 | 8 | 43 | -4 | 3 | -8 | 3 | 12 | 16 | 14
Cc1ccc(Nc2ccc(C(=O)N3CCCC3)cn2)c(C)c1 | 1 | -7 | 5 | 6 | 0 | -21 | 12 | -6 | 2 | -26 | -13
Cc1oc(-c2cccc(Br)c2)[n+]([O-])c1C | -3 | 4 | -11 | 7 | -18 | 8 | -11 | -1 | -4 | 7 | 12
CCc1cccc(C)c1N(C(=O)Cn1c(COC)nc2ccccc21)C(C)COC (stereo not drawn) | -7 | 10 | 20 | -3 | 6 | 7 | 9 | 1 | 14 | 16 | 0
CC(=O)Nc1cccc(-c2csc(C(C)(O)c3ccccc3)n2)c1 (stereo not drawn) | nt | 2 | -5 | -8 | 6 | 1 | 12 | nt | 7 | 13 | -3
Cc1nn(CCCC(=O)Nc2cnn(Cc3ccc(F)cc3)c2)c(C)c1[N+](=O)[O-] | 3 | 5 | 9 | -21 | -5 | 19 | -11 | 6 | 12 | -8 | 12
COCCn1c(=O)[nH]c(=O)c2c1nc(-c1ccc(-c3ccc(Cl)cc3[N+](=O)[O-])o1)n2Cc1ccccc1 | 5 | 1 | -6 | 0 | 7 | -11 | -23 | -5 | -23 | 13 | 25
CCOCCn1c(-c2ccccc2)nc2ccccc21 | nt | -19 | 2 | 9 | 6 | 6 | -15 | nt | 11 | -1 | 8
CCOC(=O)c1c(-c2ccccc2)csc1NC(=O)c1cc(-c2ccccc2OC)on1 | -1 | 5 | -5 | -6 | 2 | -24 | 0 | 8 | -23 | 13 | -5
COC(=O)c1ccc2[nH]c3cccc(/C(=C/c4ccccc4)c4ccccc4)c3c2c1 | -18 | -6 | 6 | 3 | 5 | 6 | -2 | 1 | 0 | -10 | -13
COc1ccc(C(C(=O)NCc2ccccc2)N(C(=O)c2snc(C(N)=O)c2N)c2ccccc2OC)cc1 (stereo not drawn) | -10 | -2 | 6 | 6 | 1 | 4 | -16 | -18 | -8 | 1 | 14
CNC(=O)C(=O)Nc1cc2c3c(c1)CCC(=O)N3CCC2 | -2 | -1 | -4 | -9 | -1 | -2 | 16 | 1 | 3 | 29 | 0
COc1cccc(CNC(=O)CSCc2cnn(-c3ccccc3)c2-n2cccc2)c1OC | -4 | 2 | 10 | 16 | -7 | -7 | -19 | -5 | 15 | -16 | 25
Cc1noc(NS(=O)(=O)c2ccc(NC(=O)CSc3nnc4c(n3)[nH]c3ccccc34)cc2)c1C | -5 | -1 | 19 | -3 | 5 | -22 | -12 | -4 | -11 | -7 | 9
COc1ccc(C(C)(C)C)cc1NC(=O)c1[nH]c(C)c(C(C)=O)c1C | 18 | 2 | 9 | -14 | 15 | -6 | -21 | -8 | -8 | 16 | -19
Cc1ccc(C(=O)NCCSC2CCCCC2)cc1S(=O)(=O)Nc1ccccc1 | -7 | 5 | 5 | 27 | -1 | 5 | 18 | 3 | 12 | -13 | 21
CCCCOC(=O)Nc1cccc(C(C)=O)c1 | -1 | -15 | -16 | -53 | 6 | -12 | -29 | 0 | -40 | -16 | -28
COc1ccc(-c2csc(NC(=O)CSc3nc(C)cs3)n2)cc1 | -7 | 3 | -54 | 2 | -5 | -26 | -30 | -3 | -11 | -37 | -34

Random excerpt: two records from the list.
SMILES | EBV LMP1 NFkB | NOD2-RIPK2 inh | SRC3 inh | TROY signal inh | C8 TRAIL sens | SRC1 inh | NCOA2 inhibitor | TLR9-MyD88 block | COUP-TFII inh | NR5A2 inv ag | TWEAK Fn14 block
Cc1oc(-c2cccc(Br)c2)[n+]([O-])c1C | -3 | 4 | -11 | 7 | -18 | 8 | -11 | -1 | -4 | 7 | 12
CCc1cccc(C)c1N(C(=O)Cn1c(COC)nc2ccccc21)C(C)COC (stereo not drawn) | -7 | 10 | 20 | -3 | 6 | 7 | 9 | 1 | 14 | 16 | 0

Next structures:
SMILES | EBV LMP1 NFkB | NOD2-RIPK2 inh | SRC3 inh | TROY signal inh | C8 TRAIL sens | SRC1 inh | NCOA2 inhibitor | TLR9-MyD88 block | COUP-TFII inh | NR5A2 inv ag | TWEAK Fn14 block
CCOc1ccc(C(=O)NC2CCN(S(=O)(=O)c3ccccc3)CC2)cc1 | -7 | -12 | -6 | -10 | -17 | -2 | 4 | -5 | 9 | -1 | -8
Cc1ccccc1OCCNC(=O)c1ccc2ccccc2n1 | -21 | 9 | -59 | -43 | -10 | -61 | -52 | 4 | -52 | -101 | -55
Cc1ccc(C2C(=O)c3ccccc3C2=O)cc1 | -7 | -6 | 0 | -9 | -5 | 0 | 16 | 3 | 12 | 22 | 10
CC(=O)N1CCN(C(=O)CSc2nnc(C)n2-c2ccccc2)CC1 | -8 | 0 | -21 | -7 | -18 | -3 | -7 | 1 | -5 | 1 | 12
CC(C)OC(=O)CCCNc1ccc([N+](=O)[O-])cc1[N+](=O)[O-] | 6 | 5 | 0 | 9 | -11 | -5 | 31 | -6 | -5 | -8 | -28
CCOC(=O)N/N=C/c1cc(OC)c(O)c(OC)c1 | 3 | -10 | 14 | 1 | -12 | 9 | 15 | -1 | -3 | 10 | -3
COc1ccc(NC(=O)c2cc(C)cc(C)c2)cc1S(=O)(=O)N1CCCCC1 | 14 | -5 | 12 | 5 | 8 | 1 | -9 | -13 | 2 | -5 | 7
COc1ccc(OC)c(NS(=O)(=O)c2ccc3c(c2)n(C)c(=O)n3C)c1 | -8 | -7 | 3 | -2 | -3 | 2 | -15 | -5 | -10 | 11 | -10
CCN(C(=O)CO/N=C/c1ccc(OC)cc1OC)c1c(N)n(Cc2ccccc2)c(=O)[nH]c1=O | -5 | -1 | 0 | 7 | -2 | 5 | -24 | 3 | 2 | -9 | 2
Cc1ccc(C(=O)OCC(=O)N2CCNC2=O)c(C)c1 | -11 | -2 | -61 | -34 | 22 | -106 | -58 | -2 | -24 | -73 | -7
COCOc1ccc(/C=C2/Oc3cc(OCOC)cc(OCOC)c3C2=O)c(OCOC)c1 | nt | 1 | -2 | 0 | 0 | -31 | nt | nt | nt | 9 | -15
CCOC(=O)c1sc2ncc([N+](=O)[O-])cc2c1N | -1 | -14 | -7 | -21 | 8 | -39 | -29 | 2 | -8 | -17 | -9
CC(=O)Nc1ccc(NC(=O)COc2ccc(S(=O)(=O)N3CCCC3)cc2)cc1 | 6 | -15 | -15 | -12 | -6 | 4 | -7 | 1 | 4 | 2 | -3

An excerpt; the hit share may differ from the screen's.
